# beta cell repl: inducers of beta-cell replication in MIN6 cells; 330,000 tested, 0.29% active; MIN6 cells proliferation, ATPlite luminescence, 48 h; cells starved in 0.2% serum; 100% = growth in 10% serum; proliferation, % at 10 µM; AID 2380;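 active = compounds whose signal lies at least 3.5 SD above the mean of all wells on their plate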;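 also: 0% = DMSO-treated cells in low-serum medium and 100% = 10% serum control; some compounds called inactive have numbers as strong as hits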
# mIAP act: mouse IAP activation; muIAP, CDP-Star luminescence, 30 min; hits give high values; 1 = vehicle-only enzyme signal, 0 = enzyme-free wells; activation factor at 10 µM; 330,000 tested, 0.24% active; AID 2805;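 active = activation factor of at least 2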; also: the source names both 10 and 20 µM as test concentration; values of inactives mirror those of a sister screen read the other way
#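 Assay system: mouse IAP enzyme; Reagent: CDP-Star chemiluminescent phosphatase substrate; Compound: DMSO-dissolved test compounds; Incubation: 30 min, room temperature; Technique: luminescence from enzymatic CDP-Star hydrolysis; Controls: DMSO-only wells and no-enzyme negative control.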
# tim10-1 inh: tim10-1 yeast growth inhibition. 330,000 tested, 2.2% active. inhibition, % at 20 µM. S. cerevisiae tim10-1 ts strain growth, BacTiter-Glo, 24 h;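 active = inhibition of at least 40%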;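 also: mutant grown at 25 °C; 0% = DMSO wells with yeast and 100% = wells holding no yeast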
# A3A deaminase: blocks human APOBEC3A ssDNA deamination; P31941; recombinant A3A, FAM/TAMRA ssDNA deamination fluorescence; inhibition, % at 20 µM; 330,000 tested, 0.41% active;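 active = at least 40% inhibition at 20 µM here, with at most 30% in a related deaminase screen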;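 also: plate controls were A3A with DMSO for no effect and wells lacking A3A enzyme for full effect; some results filed as inactive read as strong as hits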
# Target sequence (P31941 whole entry, looked up): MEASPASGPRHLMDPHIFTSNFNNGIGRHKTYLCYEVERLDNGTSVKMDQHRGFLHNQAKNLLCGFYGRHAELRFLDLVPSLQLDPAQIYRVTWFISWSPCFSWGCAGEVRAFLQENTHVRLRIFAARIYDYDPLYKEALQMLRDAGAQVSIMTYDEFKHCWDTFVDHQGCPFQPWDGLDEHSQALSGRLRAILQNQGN
# APOBEC3G inh: inhibitors of human APOBEC3G DNA deaminase; recombinant A3G, ssDNA deamination FAM/TAMRA fluorescence; inhibition, % at 20 µM; 330,000 tested, 0.28% active; AID 493012;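 active = inhibition of at least 40% at 20 µM, with no more than 30% in the related APOBEC3A deaminase screen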;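 also: plate controls were DMSO wells with A3G for no effect and wells lacking A3G enzyme for full effect; some compounds called inactive have numbers as strong as hits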
# TIM10 inh: growth inhibitors of TIM10 yeast strain | inhibition, % at 10 µM | 330,000 tested, 1.4% active | S. cerevisiae TIM10 strain growth, BacTiter-Glo luminescence, 24 h;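 active = inhibition of 40% or more at the single tested concentration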;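 also: wild-type TIM10 isogenic control strain grown at permissive 25 °C; 0% = DMSO yeast wells and 100% = minimal medium wells without yeast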
# hIAP block: blocks human intestinal alkaline phosphatase; P09923; purified IAP, CDP-Star luminescence, 30 min; inhibition, % at 10 µM; 330,000 tested, 0.12% active; AID 2544;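 active = inhibition reaching a set limit with compound at 10 µM in the primary screen, cut at about 35% in these data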;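 also: plate controls were DMSO wells with enzyme for no effect and no-enzyme buffer wells for full effect; values of inactives mirror those of a sister screen read the other way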
# Target sequence (P09923 whole entry, looked up): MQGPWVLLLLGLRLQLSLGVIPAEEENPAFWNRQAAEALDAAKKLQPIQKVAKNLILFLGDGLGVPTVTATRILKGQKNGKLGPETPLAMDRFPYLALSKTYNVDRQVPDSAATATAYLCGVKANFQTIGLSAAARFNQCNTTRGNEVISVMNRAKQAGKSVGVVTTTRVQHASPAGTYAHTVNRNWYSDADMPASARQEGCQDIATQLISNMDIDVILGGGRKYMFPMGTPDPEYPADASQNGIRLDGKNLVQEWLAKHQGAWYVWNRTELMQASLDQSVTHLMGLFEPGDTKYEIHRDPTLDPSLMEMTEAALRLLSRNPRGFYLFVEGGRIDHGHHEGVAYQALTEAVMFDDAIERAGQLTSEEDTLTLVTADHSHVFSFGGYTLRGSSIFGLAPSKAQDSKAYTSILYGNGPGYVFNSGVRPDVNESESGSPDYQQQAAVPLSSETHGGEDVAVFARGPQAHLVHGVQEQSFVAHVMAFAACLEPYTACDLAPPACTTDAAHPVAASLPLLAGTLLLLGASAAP
# mIAP inh: blocks mouse intestinal alkaline phosphatase; inhibition, % at 10 µM; AID 2806; 330,000 tested, 0.2% active; purified mouse IAP, CDP-Star luminescence, 30 min;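 active = inhibition of at least 40% at 10 µM in the primary screen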;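 also: plate controls were DMSO with enzyme for no effect and no enzyme wells for full effect; values of inactives mirror those of a sister screen read the other way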
# NLRP3 yeast inh: NALP3 inhibition in yeast. Yeast reconstituted NLRP3/ASC/caspase-1, beta-gal luminescence, 24 h. inhibition, % at 10 µM. 330,000 tested, 0.39% active. AID 2825;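 active = inhibition of 50% or more; inactive = inhibition below 50%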;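 also: plate controls were induced DMSO wells for no effect and uninduced yeast grown without galactose for full effect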
# * marks the source's active call; other numbers are inactive results; x = not tested or not shown.
# Second line of a record – beta cell repl	mIAP act	tim10-1 inh	A3A deaminase	APOBEC3G inh	TIM10 inh	hIAP block	mIAP inh	NLRP3 yeast inh
CCc1cc(=O)oc2c(CN3CCN(C)CC3)c(O)c(Cl)cc12
→ 2	1.1	12	-1	-3	-5	3	-5	9
O=C(Nc1cccc(OCC(=O)N2CCOCC2)c1)C1CCCCC1
→ 0	1	15	-1	-4	10	-2	-2	10
CC(C)N(C(=O)[C@H]1C[C@H](CC(=O)NCc2cccc(C(F)(F)F)c2)C(=O)N2CCc3c([nH]c4cc(-c5ccco5)ccc34)[C@]12C)C(C)C
→ x	1.1	21	-3	-3	-1	x	-8	x
CCOc1ccc(-n2c(SCC(=O)O)nc3sc4c(c3c2=O)CCCC4)cc1
→ 3	0.97	0	-1	-4	0	-9	3	12
COC(=O)c1ccc(/C=N/NC(=O)C(=O)NCc2ccccc2)cc1
→ -2	0.97	3	2	4	-2	-2	2	7
CCCCn1c(N)c(N(CC(C)C)C(=O)c2cc(Cl)nc3ccccc23)c(=O)[nH]c1=O
→ 6	0.98	3	5	-6	9	-3	2	17
CCc1ccc(S(=O)(=O)NCc2csc(C)n2)s1
→ -1	0.99	7	0	4	4	5	1	13
CCc1cc2cc(C(=O)N3CCN(c4ccccc4)CC3)sc2s1
→ -3	0.96	-5	1	1	3	-6	4	23
CSc1nc(-c2ccccc2)nc(NC(=O)C(C)C)c1C(C)=O
→ -2	1	8	1	-6	1	-3	-3	35
Cc1cc(C(=O)CSc2nnc(-c3ccc(Cl)cc3)n2C)c(C)n1CC1CCCO1 (stereo not drawn)
→ 2	1	28	3	-3	-9	-11	-4	20
O=C(COC(=O)c1ccccc1O)Nc1cccc(S(=O)(=O)NC2=NCCCCC2)c1
→ 1	1.1	-12	0	-6	-2	-17	-5	15
CCOC(=O)C1CCCN(C(=O)C(=O)c2cn(CC(=O)N3CCOCC3)c3ccccc23)C1 (stereo not drawn)
→ -4	1	10	0	-7	1	-9	-1	1
Nc1nnc(SC2CC(=O)N(c3ccccc3)C2=O)s1 (stereo not drawn)
→ -3	0.96	66*	0	42*	30	4	4	22
COc1cc(C(=O)Nc2ccc(S(=O)(=O)Nc3cnc4ccccc4n3)cc2)cc(OC)c1OC
→ -1	0.96	5	2	-3	-10	-8	4	12
CC(C)N1CCC(N2CCN(C3CCCCC3)CC2CCO)CC1 (stereo not drawn)
→ 3	1	-8	2	-1	-12	0	-1	-2
Cc1ccc(C(=O)N2CCN(c3ccccc3)CC2)cc1S(=O)(=O)N1CCCC1
→ 2	0.97	22	-3	-7	7	-11	3	-5
CC(=O)Nc1ccc2nc(NC(=O)c3cccnc3)sc2c1
→ 2	0.97	9	2	-7	19	16	2	22
COC(=O)[C@@H]1CC[C@@](C)(c2ccc(OC)cc2)C1(C)C
→ -4	0.97	-2	-5	-11	2	8	3	12
CC1CCCC(NC(=O)COC(=O)c2ccc([N+](=O)[O-])s2)C1C (stereo not drawn)
→ -4	1.1	-7	2	-3	62*	15	-5	32
CC(C)C(=O)Nc1ccc(NC(=O)c2ccco2)cn1
→ -3	1.1	13	1	4	4	-4	-6	9
O=C(NCCc1ccc(Cl)cc1)C1CC(=O)N(CCc2ccccc2)C1 (stereo not drawn)
→ 2	1.1	11	-2	-3	5	-15	-5	-2
CN(c1cccc(Cl)c1)S(=O)(=O)c1cccc(C(=O)Nc2ccc3c(c2)CCC3)c1
→ -2	0.88	21	1	0	28	7	12	8
CCCN1CCC(NC(=S)Nc2ccc(C(=O)OCC)cc2)CC1
→ -2	1.2	7	-3	-11	-7	-1	-16	10
CCOc1ccc(-c2c(C(=O)N/N=C/c3ccco3)nnn2-c2nonc2N)cc1
→ 2	1	-7	0	0	-17	16	-2	5
COc1ccc(-c2cn[nH]c2-c2ccc(OCc3ccccc3)cc2O)cc1
→ -6	0.96	-2	4	0	33	-48	4	13
COc1ccc(/C=N/NC(=O)CN(C2=NS(=O)(=O)c3ccccc32)c2ccccc2)cc1
→ -2	0.94	10	-2	-7	15	2	6	6
C=C(C)c1cccc(C(C)(C)NC(=O)Nc2cccnc2)c1
→ 0	1.2	0	-1	-1	9	-11	-24	9
Cc1ccc(S(=O)(=O)Cc2ccc(C(=O)O)o2)cc1
→ -4	0.93	-5	86	37	-2	3	7	19
COC(=O)C1=C(C(=O)OC)C(c2cc(Cl)ccc2O)c2sc(=O)[nH]c2S1 (stereo not drawn)
→ 0	0.9	34	-3	-3	33	-1	10	6
C/C(Cc1nnn(-c2cc(C)on2)n1)=N\O
→ -1	1	5	-5	-9	18	9	0	0

# Retrieved by structure from the list above, seven records:
# Second line of a record – beta cell repl	mIAP act	tim10-1 inh	A3A deaminase	APOBEC3G inh	TIM10 inh	hIAP block	mIAP inh	NLRP3 yeast inh
COC(=O)c1ccc(/C=N/NC(=O)C(=O)NCc2ccccc2)cc1
→ -2	0.97	3	2	4	-2	-2	2	7
CCCCn1c(N)c(N(CC(C)C)C(=O)c2cc(Cl)nc3ccccc23)c(=O)[nH]c1=O
→ 6	0.98	3	5	-6	9	-3	2	17
CN(c1cccc(Cl)c1)S(=O)(=O)c1cccc(C(=O)Nc2ccc3c(c2)CCC3)c1
→ -2	0.88	21	1	0	28	7	12	8
CC1CCCC(NC(=O)COC(=O)c2ccc([N+](=O)[O-])s2)C1C (stereo not drawn)
→ -4	1.1	-7	2	-3	62*	15	-5	32
COC(=O)[C@@H]1CC[C@@](C)(c2ccc(OC)cc2)C1(C)C
→ -4	0.97	-2	-5	-11	2	8	3	12
COC(=O)C1=C(C(=O)OC)C(c2cc(Cl)ccc2O)c2sc(=O)[nH]c2S1 (stereo not drawn)
→ 0	0.9	34	-3	-3	33	-1	10	6
Nc1nnc(SC2CC(=O)N(c3ccccc3)C2=O)s1 (stereo not drawn)
→ -3	0.96	66*	0	42*	30	4	4	22

# (cont.)
# Second line of a record – beta cell repl	mIAP act	tim10-1 inh	A3A deaminase	APOBEC3G inh	TIM10 inh	hIAP block	mIAP inh	NLRP3 yeast inh
COc1ccc(C(CNC(=O)CCNS(=O)(=O)c2ccc(Br)cc2)N2CCCC2)cc1 (stereo not drawn)
→ -1	0.95	3	-2	-9	-2	-19	5	14
CC(C)C[C@H](NC(=O)c1nc[nH]c1C(=O)NCc1ccc(CNC(=O)OC(C)(C)C)cc1)C(=O)OC(C)(C)C
→ -9	0.88	-11	-1	-13	15	-50	12	13
CC(C)[C@H](NC(=O)c1ccccc1)C(=O)OCC(=O)Nc1ccc(S(=O)(=O)N2CCOCC2)cc1
→ 0	1.1	-6	0	0	1	-7	-7	4
Cc1c(Br)c(C(F)(F)F)nn1CC(=O)NCc1ccco1
→ 3	0.94	-14	1	-3	-6	-17	6	20
S=C(NN=C(C1CC1)C1CC1)Nc1ccccc1
→ -2	0.84	31	-4	-4	9	14	16	7
CCOc1ccccc1OCC(=O)OCC(=O)NNC(=O)c1ccc([N+](=O)[O-])cc1
→ 0	0.93	-2	2	-7	4	-2	7	19
Cc1ccc(CN2C(=O)CCC2C(=O)NCC2CCCO2)cc1 (stereo not drawn)
→ -3	1	-1	-4	-8	-5	5	0	2
O=C(CC1SC(=O)N(Cc2ccccc2Cl)C1=O)Nc1nccs1 (stereo not drawn)
→ -1	0.99	-1	1	-2	-5	-34	1	-5
COc1ccccc1N1CCN(C(=O)CCn2c(=O)[nH]c3ccsc3c2=O)CC1
→ 2	1.1	9	-2	-4	6	-25	-6	1
COCCCN1C(=O)c2ccc(C(=O)NCc3ccccn3)cc2C1=O
→ -1	1.1	6	-1	-4	11	-5	-5	-3
O=C(c1cccn2c(=O)c3cc(Cl)ccc3nc12)N1CCN(Cc2ccc3c(c2)OCO3)CC1
→ -4	0.99	36	-6	-6	31	-8	1	10
COc1ccccc1N1CCN(C(=O)/C=C/c2c(Cl)nc3ccccn23)CC1
→ 1	0.92	59*	1	-3	42*	12	8	30
O=C(COc1coc(CN2CCc3ccccc3C2)cc1=O)Nc1ccc(F)cc1F
→ -2	1	-6	-3	-5	-10	-2	-2	19
O=C(OCCc1cc2ccccc2c(=O)o1)c1ccco1
→ -4	0.96	14	-3	-6	5	9	4	20
Cc1cc(C)n(CC(=O)c2ccc(Br)cc2)c(=O)c1C#N
→ 4	0.99	35	-3	-6	-6	7	0	12
Cn1c(SCc2ccc(C#N)cc2)nnc1-c1ccccc1
→ 2	1	-15	-7	-10	10	-2	-2	2
Cc1cc(C)n(-c2nnc(C)n2NS(C)(=O)=O)n1
→ 0	1.1	6	3	2	-5	-18	-6	1
C/C(=N/NS(=O)(=O)c1ccc(C)cc1)c1c[nH]c2ccccc12
→ 0	1	7	-2	-11	-2	18	-1	20
COc1cccc(CNc2cccc3cccnc23)c1O
→ -1	0.73	36	2	0	30	18	27	21
Cc1nnc(SCc2nc(N)nc(Nc3ccccc3)n2)s1
→ -1	1	18	3	-6	14	-6	-4	-13
COc1ccc(C(C)=O)cc1CSc1nnc(-c2ccc(Cl)cc2)n1-c1ccccc1
→ -2	0.98	37	-1	0	27	9	2	15
Cc1ccc(/C(N)=N/OC(=O)c2cccc(Cn3cc(C(F)(F)F)ccc3=O)c2)cc1
→ -3	0.93	39	2	-4	23	1	7	31
COc1cccc(CNC(=O)C(C)n2nc(C)n3c(cc4occc43)c2=O)c1 (stereo not drawn)
→ -1	1	8	-4	-3	-16	-24	-2	6
O=C(CCN1C(=O)c2ccccc2C1=O)C1=NN[C@@H]2C(=O)N(c3cccc(F)c3)C(=O)[C@H]12
→ 0	0.88	11	2	-2	6	13	12	-5
CCC(Sc1nc2ccsc2c(=O)n1-c1ccc(Cl)c(C)c1)C(=O)NCc1ccco1 (stereo not drawn)
→ 0	1	7	-1	-8	14	-2	-4	11
Cc1ccc(CCNC(=O)C23CN(Cc4ccccc4)CC2C(c2ccc([N+](=O)[O-])cc2)=NO3)cc1 (stereo not drawn)
→ -6	0.94	21	1	-7	6	20	6	20
CCCC(=O)Nc1ccc2c(c1)nc1n2CCN(CCOC)C1
→ 0	1	-3	1	-6	-3	16	-1	5
CC(=O)Nc1ccc(S(=O)(=O)NCc2csc(C)n2)cc1
→ 0	0.97	-4	0	1	7	13	3	-1
CC(C)CNS(=O)(=O)c1ccc(OCC(=O)Nc2ccc(F)cc2F)cc1
→ -4	1	-4	0	-5	3	-3	-3	-7

# Assay outcomes: PubChem, Sanford-Burnham Center for Chemical Genomics
